SARS 3CLpro inh – SARS-CoV 3CLpro protease inhibition; recombinant SARS-CoV 3CLpro, quenched FRET peptide cleavage; inhibition, % at 6 µM; 290,000 compounds, 0.14% hits; in the data active = inhibition above about 12%
Y pestis TopoI – Y. pestis Topo-I inhibition via cleavage products; Y. pestis Topo-I cleavage product accumulation, plate reader; activity, % at 10 µM; 360,000 compounds, 0.064% hits; AID 504884; in the data active = activity above about 50%, passing the limit was not always enough; note: inactives centre near 2
MazF activator – MazEF (E. coli) toxin RNase activation. P0AE70. FAM/BHQ RNA-DNA oligo cleavage fluorescence, 5 h. activation, % at 20 µM. 350,000 compounds, 0.32% hits. AID 504720; in the data active = activation above about 50%
Target sequence (P0AE70 whole entry, looked up): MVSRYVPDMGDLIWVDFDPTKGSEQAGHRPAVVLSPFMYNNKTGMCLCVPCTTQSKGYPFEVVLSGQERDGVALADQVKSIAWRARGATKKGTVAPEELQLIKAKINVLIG
PrPC TRFRET – reduces human prion protein on the cell surface; P04156; cell surface PrPC, TR-FRET read-out; inhibition, % at 13.8 µM; 370,000 compounds, 0.43% hits; in the data active = inhibition above about 24%; note: 0% = median of the test wells and 100% = reference compound wells
Rv3671c inh – inhibits the M. tuberculosis serine protease Rv3671c; AID 2606; 320,000 compounds, 0.048% hits; inhibition, % at 5.96 µM; in the data active = inhibition above about 38%;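 note: extracellular domain of Rv3671c used as enzyme; 0% = enzyme with DMSO and 100% = no enzyme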
Target sequence (P9WHR9 whole entry, looked up, the tested form may be a part): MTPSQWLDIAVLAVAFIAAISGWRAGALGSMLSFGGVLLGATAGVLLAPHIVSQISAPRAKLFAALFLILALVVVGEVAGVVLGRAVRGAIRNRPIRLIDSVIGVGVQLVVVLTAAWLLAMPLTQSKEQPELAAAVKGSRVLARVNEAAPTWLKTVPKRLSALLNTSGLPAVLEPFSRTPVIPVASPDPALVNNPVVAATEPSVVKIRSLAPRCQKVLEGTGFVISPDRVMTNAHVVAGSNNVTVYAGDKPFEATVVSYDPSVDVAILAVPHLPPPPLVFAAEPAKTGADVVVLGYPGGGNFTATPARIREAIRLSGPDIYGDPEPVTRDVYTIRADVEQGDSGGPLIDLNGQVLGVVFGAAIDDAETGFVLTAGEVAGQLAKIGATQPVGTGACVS
VHR inh abs – DUSP3 (human) phosphatase inhibition | 290,000 compounds, 0.52% hits | AID 1654 | inhibition, % at 13.3 µM | recombinant VHR phosphatase, pNPP absorbance | P51452; in the data active = inhibition above about 50%; note: some compounds called inactive have numbers as strong as hits
Target sequence (P51452 whole entry, looked up): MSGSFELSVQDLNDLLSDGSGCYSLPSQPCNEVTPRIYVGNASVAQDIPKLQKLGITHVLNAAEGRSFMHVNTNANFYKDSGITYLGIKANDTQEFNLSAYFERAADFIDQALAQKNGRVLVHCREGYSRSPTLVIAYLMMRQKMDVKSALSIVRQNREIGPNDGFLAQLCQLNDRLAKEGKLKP
SSB-PriA inh – K. pneumoniae PriA-SSBct interaction inhibition. 430,000 compounds, 0.6% hits. AlphaScreen SSBct-PriA binding, biotinylated peptide. inhibition, % at 33 µM; in the data active = inhibition mostly above about 37%, no sharp cut-off; inactive = mostly below about 20%;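 note: plate controls were negative control peptide for no effect and reference peptide for full effect; strong numbers were not always called active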
TcdB GH inh – blocks C. difficile toxin B glycohydrolase activity | 350,000 compounds, 0.24% hits | inhibition, % at 9.99 µM | TcdB glycohydrolase enzymatic assay, plate reader | P18177; in the data active = inhibition above about 10%
BH1578 lux ind – induces V. cholerae light production without autoinducers; AID 588436; 350,000 compounds, 0.16% hits; activation, % at 18.7 µM; V. cholerae BH1578 lux reporter, luminescence, 6 h; in the data active = activation mostly above about 9.7%, no sharp cut-off; note: not every result past the cut was called active; inactives centre near 0; reference of the scale not given here
CCHFV vOTU inh – CCHFV vOTU protease inhibition; Pep-AMC fluorescence; inhibition, % at 11.5 µM; 370,000 compounds, 0.55% hits; in the data active = inhibition above about 30%; note: 0% = vehicle wells with enzyme and 100% = no enzyme wells
* marks the source's active call; other numbers are inactive results; i = inactive; x = no result given; & = joins results of further samples. Only part of the results is shown; count on the stated rates, not on these rows.

Each structure is followed by: SARS 3CLpro inh | Y pestis TopoI | MazF activator | PrPC TRFRET | Rv3671c inh | VHR inh abs | SSB-PriA inh | TcdB GH inh | BH1578 lux ind | CCHFV vOTU inh
- COc1ccc(C2C(C(=O)N3CCN(C)CC3)c3cc(OC)c(OC)cc3C(=O)N2C)cc1 (stereo unspecified)
  -1.9 | -1.4 | 0.1 | 8.0 | -0.2 | -2.4 | 1.5 | 0.2 | -0.2 | 11.7
- O=C1c2cccc3c(N4CCCCC4)ccc(c23)C(=O)N1CCO
  -4.2 | 18.7 | 32.7 | -24.1 | -3.5 | 21.3 | -45.7 | x | -4.3 | 5.8
- COc1ccc(/C=N/NC(=O)c2ccc(CN3C(=O)c4cccc5cccc3c45)cc2)cc1O
  -3.4 | 32.5 | 1.5 | 7.8 | -58.8 | -1.8 | x | 0.4 | -0.3 | -6.9
- COc1ccccc1OCCOc1ccc(/C=C2/C(=N)N3OC(C)=CC3=NC2=O)cc1OC
  -10.9 | -0.1 | -2.5 | -1.7 | 4.7 | 35.3 | -5.8 | x | 0.3 | -1.4
- Clc1ccc(OCc2nnc(SCCN3CCCCC3)n2Cc2ccco2)cc1
  0.1 | 13.4 | 1.4 | -2.4 | -8.1 | -1.0 | 1.4 | x | -0.2 | 4.0
- Cc1[nH]n(S(=O)(=O)c2ccccc2)c(=O)c1N=Nc1cccc(Cl)c1
  0.5 | 9.3 | 0.1 | -3.7 | 0.6 | -3.2 | -13.6 | -1.4 | i | 4.4
- CCOc1ccccc1N(CC(=O)Nc1ccc(OC)cc1OC)S(=O)(=O)c1ccccc1
  7.1 | -8.2 | -11.5 | -3.3 | -5.4 | -10.3 | 5.1 | 1.1 | -1.7 | 18.3
- CS(=O)(=O)N1Cc2ccccc2CC1C(=O)OCC(=O)NCCc1ccc(S(N)(=O)=O)cc1 (stereo unspecified)
  x | -3.3 | -14.2 | 8.3 | -1.2 | x | -7.0 | -0.6 | i | -15.9
- O=C(CC(=O)NCc1ccc(Cl)cc1)NCc1ccc(Cl)cc1
  2.0 | 18.9 | 2.5 | -2.9 | -3.1 | 2.1 | -9.2 | -1.5 | i | 9.4
- O=C(CSc1ccc(-c2cccnc2)nn1)N1CCCc2ccccc21
  0.1 | x | x | 3.8 | 6.2 | 24.5 | x | -0.4 | x | -6.1
- Cc1c(NS(=O)(=O)c2cccc(C(=O)NCc3ccco3)c2)c(=O)n(-c2ccccc2)n1C
  x | 7.1 | -4.7 | -5.4 | x | x | -2.3 | 1.6 | i | -0.9
- CCOc1ccccc1NC(=O)C(C)CC (stereo unspecified)
  -0.1 | -6.3 | 11.4 | 2.2 | 3.1 | 6.4 | -18.3 | 0.6 | -0.2 | -3.7
- COC(=O)c1ccc(/C=C(\C#N)c2ccccn2)cc1
  0.6 | -6.8 | 2.4 | -12.3 | 6.9 | 17.9 | -6.8 | 0.0 | -0.9 | 4.7
- CCOc1ccc(OCC)c(NC(=O)c2ccc(CNc3c(N4CCOCC4)c(=O)c3=O)cc2)c1
  0.9 | 11.6 | -3.2 | 4.4 | -0.2 | -13.1 | -11.1 | x | 5.3 | -0.3
- Cc1nnc(SCC(=O)NNC(=O)CC#N)[nH]c1=O
  1.9 | -0.3 | -1.6 | -5.7 | -12.4 | -0.2 | -5.8 | -0.4 | -0.2 | 3.5
- C=CCNc1nc(Nc2ccc(-c3nc4ccccc4o3)cc2)nc(N2CCOCC2)n1
  -6.3 | 0.0 | -15.6 | -0.8 | -57.1 | -21.2 | -2.0 | 0.6 | 0.1 | -73.3
- Cc1nn(Cc2ccc(F)cc2)c(C)c1NC(=O)c1cc(-c2ccco2)on1
  3.8 | 22.0 | 21.6 | x | -36.6 | 11.3 | -18.2 | 0.3 | i | x
- CCCNC(=O)c1onc(CSc2ccc(F)cc2)c1C(=O)NC(C)C
  x | 15.0 | 1.8 | 1.5 | -0.4 | x | -4.5 | 1.6 | -0.9 | 3.1
- C[C@@H](CSc1ccc(Br)cc1)CN1CC[C@H](O)CCC1=O
  x | 8.6 | 4.4 | 2.8 | 8.6 | x | -12.4 | 0.4 | 0.1 | 9.0
- Cc1cc(C)nc(SCC(=O)Nc2nc(-c3ccccc3)c(-c3ccccc3)o2)n1
  3.1 | 8.3 | -20.3 | -0.3 | -11.0 | -13.3 | 9.3 | 2.3 | -0.1 | 10.5

Overlap with the part before: 3 entries, then new ones.
Each structure is followed by: SARS 3CLpro inh | Y pestis TopoI | MazF activator | PrPC TRFRET | Rv3671c inh | VHR inh abs | SSB-PriA inh | TcdB GH inh | BH1578 lux ind | CCHFV vOTU inh
- CCCNC(=O)c1onc(CSc2ccc(F)cc2)c1C(=O)NC(C)C
  x | 15.0 | 1.8 | 1.5 | -0.4 | x | -4.5 | 1.6 | -0.9 | 3.1
- C[C@@H](CSc1ccc(Br)cc1)CN1CC[C@H](O)CCC1=O
  x | 8.6 | 4.4 | 2.8 | 8.6 | x | -12.4 | 0.4 | 0.1 | 9.0
- Cc1cc(C)nc(SCC(=O)Nc2nc(-c3ccccc3)c(-c3ccccc3)o2)n1
  3.1 | 8.3 | -20.3 | -0.3 | -11.0 | -13.3 | 9.3 | 2.3 | -0.1 | 10.5
- COc1ccc(NC(=O)CN(C)C(=O)/C=C/c2cn(Cc3ccccc3)nc2-c2cccnc2)cc1
  x | 32.7 | -8.5 | -6.8 | -1.6 | x | 0.1 | 2.1 | i | 2.4
- O=c1[nH]c(CSc2ncccn2)nc2c1cnn2-c1ccccc1
  0.0 | 6.1 | -4.3 | -0.7 | -3.2 | 4.6 | -10.1 | x | -0.2 | -1.9
- CCCC(=O)NCCc1ccc(F)cc1
  0.9 | 2.3 | 0.0 | -3.6 | 3.1 | 21.8 | -2.6 | x | i | 0.1
- CCN(CC)S(=O)(=O)c1ccc(OC)c(NC(=O)c2cc([N+](=O)[O-])ccc2N2CCOCC2)c1
  x | 11.1 | -5.3 | -1.4 | x | x | x | -0.8 | i | 2.4
- CC(=O)c1cccc(NC(=O)NCc2cccnc2)c1
  6.3 | 2.5 | 4.7 | x | 4.7 | -9.6 | -26.4 | 0.7 | i | x
- CC1CCN(C(=O)CN(c2ccccc2)S(=O)(=O)N(C)C)CC1
  0.4 | -8.5 | -16.5 | -3.2 | 2.9 | 24.7 | -11.9 | 1.2 | i | -6.9
- CC(/C=C1\SC(=S)N(NS(=O)(=O)c2ccc(C)cc2)C1=O)=C\c1ccccc1
  2.3 | 15.3 | -4.6 | -3.5 | -0.9 | 31.0 | -5.1 | 0.4 | -0.4 | 0.2
- CCOc1ccc(CCNC(=O)CS(=O)Cc2nc(-c3ccc(OC)c(OC)c3)oc2C)cc1OCC (stereo unspecified)
  -4.3 | 21.1 | 8.3 | -4.3 | -8.2 | 73.4 | -1.8 | 1.6 | 11.1 | -3.6
- CCc1cccc(C)c1NC(=O)Nc1c(Br)cnn1C
  -5.9 | 2.1 | -10.2 | x | -15.2 | 35.6 | -6.6 | x | -0.5 | x
- COc1cccc2cc(-c3nnc(SCC(=O)Nc4cc(C(F)(F)F)ccc4Cl)n3N)oc12
  2.4 | 12.2 | 9.0 | -4.8 | -2.6 | -29.6 | -6.1 | x | 3.1 | -3.3
- CC(NS(=O)(=O)c1ccc(Br)cc1)C(N)=O (stereo unspecified)
  0.2 | 3.2 | 10.0 | 3.3 | 1.4 | -13.2 | -11.8 | x | -0.9 | 12.8
- Cc1ccc(S(=O)(=O)N2CCN(C3CC(=O)N(Cc4ccccc4)C3=O)CC2)cc1C (stereo unspecified)
  -0.3 | -4.8 | -3.5 | -5.7 | -2.8 | -10.1 | -1.8 | 1.1 | -7.1 | 23.0
- CC(=O)N1CCN(C(=O)c2ccc(Cl)c(S(=O)(=O)N3CC(C)OC(C)C3)c2)CC1 (stereo unspecified)
  x | 8.4 | 2.9 | -3.4 | 4.1 | x | -2.6 | 7.5 | i | -3.4
- C[C@@H]1CN([C@@H](C)CO)C(=O)CCCn2nncc2CO[C@H]1CN(C)Cc1ccc(Oc2ccccc2)cc1
  x | 25.0 | 5.8 | 3.8 | x | x | x | 0.7&0.4 | i | 0.6
- Cn1c(C(=O)N2CCCCCC2)cc2c(=O)n(C)c3ccccc3c21
  1.4 | 18.1 | 12.5 | -2.8 | -0.6 | 17.0 | -5.8 | 1.1 | -0.1 | -2.1
- Cc1cnc(C(=O)N2CCCC(N3CCN(c4ccccc4C)CC3)C2)cn1 (stereo unspecified)
  -2.7 | 0.8 | 2.5 | 8.7 | -0.4 | 6.5 | -4.8 | -5.2 | -0.4 | 4.4
- OC(COc1cccc2ccccc12)CN1CCN(c2cccc(Cl)c2)CC1 (stereo unspecified)
  0.4 | 15.9 | -6.0 | 10.3 | -1.1 | 19.1 | -9.1 | 0.0 | i | 9.9
- Oc1ccc(/C=N/Nc2nc(N3CCCCCC3)nc(N3CCCCCC3)n2)c(O)c1
  4.3 | -24.7 | -1.6 | 12.2 | -7.1 | -11.4 | x | -1.8 | -0.2 | 27.5
- O=C(O)/C=C/C(=O)Nc1ccc(OC(F)(F)F)cc1
  -6.5 | 4.9 | 5.7 | 0.0 | -7.4 | 8.7 | -1.5 | -0.9 | 0.4 | -16.5
- CC1Cc2ccccc2N1C(=O)CSc1nnnn1Cc1ccccc1 (stereo unspecified)
  1.1 | 39.9 | 0.1 | 2.9 | 2.5 | 14.1 | -10.5 | x | i | 4.4
- CCOC(=O)N1CCN(S(=O)(=O)c2ccc3c(c2)C(C)C(=O)N3)CC1 (stereo unspecified)
  x | 4.4 | 3.6 | 5.9 | -4.7 | x | 1.3 | 1.6 | i | -1.7
- O=C(Cn1nnc2c(sc3nc4c(c(-c5ccccc5)c32)CCC4)c1=O)c1ccccc1
  -3.0 | 11.5 | -7.0 | 1.4 | 1.6 | 14.3 | 6.2 | x | -0.6 | 7.1
- COc1ccc(OC)c(N2C(=O)C(Cl)=C(N3CCCCC3)C2=O)c1
  0.8 | -1.6 | 2.6 | 4.9 | 4.0 | -5.4 | -7.2 | x | i | -4.2
- COc1ccc2oc(=N)c(C(=O)Nc3ccccc3)cc2c1
  -2.1 | -2.6 | -1.6 | -0.6 | -3.2 | 35.6 | -12.9 | x | 0.3 | 0.1
- Cc1csc(NC(=O)CCc2nc3ccccc3s2)n1
  -4.0 | 4.1 | -17.0 | 6.1 | -6.6 | 27.8 | -16.5 | x | 3.6 | 4.7
- CCOC(=O)C1CCN(Cc2c(C(=O)N3CCOCC3)nc3c(C)cccn23)CC1
  -2.4 | -9.4 | 7.7 | -8.2 | -8.2 | 30.4 | -3.4 | 1.2 | 1.6 | 1.5
- O=C(Nc1nnc([C@H]2C[C@H](O)[C@@H](CO)O2)s1)NC(c1ccccc1)c1ccccc1
  x | 14.4 | x | 6.8 | x | x | x | -1.6 | -0.8 | 17.4
- Cc1c(NS(=O)(=O)c2cccc(C(=O)OCC(=O)c3ccc(Cl)cc3)c2)c(=O)n(-c2ccccc2)n1C
  x | 31.9 | 4.1 | 3.9 | x | x | -11.0 | -0.1 | -2.7 | 12.7
- Cn1c(COc2ccccc2)nnc1SCCC(=O)Nc1ccccc1
  1.3 | 7.1 | -3.4 | 2.3 | 0.7 | 14.5 | -7.3 | x | -0.4 | 2.5
- CNC(=O)c1ccc(NC(=O)c2cc(S(=O)(=O)N(C)C)ccc2N2CCCC2)cc1
  x | -10.1 | -5.3 | 2.3 | 5.6 | x | -4.0 | 1.4 | i | 7.5
- Cc1ccc(NS(=O)(=O)c2ccc(/C=C/C(=O)O)cc2)cc1Cl
  -1.6 | 11.9 | 4.0 | 2.0 | 2.2 | -9.8 | -0.9 | -1.7 | -0.4 | -8.3
- Cc1ccc(NC(=S)Nn2cnnc2)c(C)c1
  -6.0 | -1.4 | x | 6.1 | x | 22.9 | x | 0.2 | -0.2 | -8.7

Single records, from the list above.
CCOC(=O)C1CCN(Cc2c(C(=O)N3CCOCC3)nc3c(C)cccn23)CC1 is listed with SARS 3CLpro inh: -2.4; Y pestis TopoI: -9.4; MazF activator: 7.7; PrPC TRFRET: -8.2; Rv3671c inh: -8.2; VHR inh abs: 30.4; SSB-PriA inh: -3.4; TcdB GH inh: 1.2; BH1578 lux ind: 1.6; CCHFV vOTU inh: 1.5
Cc1ccc(NC(=S)Nn2cnnc2)c(C)c1 is listed with SARS 3CLpro inh: -6.0; Y pestis TopoI: -1.4; MazF activator: x; PrPC TRFRET: 6.1; Rv3671c inh: x; VHR inh abs: 22.9; SSB-PriA inh: x; TcdB GH inh: 0.2; BH1578 lux ind: -0.2; CCHFV vOTU inh: -8.7

Compound activity deposited in PubChem by several laboratories.
